Screening data: PubChem BioAssay, several laboratories
5-HT1A blocker: antagonists of human 5-HT1a serotonin receptor; P08908; 62,000 tested, 0.68% active; CHO 5-HT1a Ga15 NFAT-bla reporter, antagonist mode; inhibition, % at 10 µM;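 active means inhibition above the mean of all tested compounds plus 3 SD, cut at about 43% in these data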;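 further: receptor stimulated by 5-CT agonist at 100 nM near EC80; beta-lactamase reporter measured by ratiometric fluorescence of a cleavable substrate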
Her2 expr inh: inhibitors of human Her2 kinase expression; P04626; SKBR-3 HER2 protein level, AlphaScreen, 18-24 h; hits give low values; HER2 level % of control, % at 10 µM; 65,000 tested, 0.69% active;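 active means HER2 level under 5% of the carrier-only control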;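 further: 100% = DMSO carrier and 0% = 500 nM PU-H71 HSP90 inhibitor; lower value means stronger loss of Her2 protein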
MMP-13 inhibitor: blocks human MMP13 activity | P45452 | MMP-13 fTHP FRET cleavage, Mca fluorescence | inhibition, % at 4 µM | 65,000 tested, 0.07% active | AID 570;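 active means inhibition above the mean of compound-free control plate wells plus 3 SD, cut at about 14% in these data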;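 further: 0% = DMSO wells and 100% = wells with reference MMP-13 inhibitor after basal subtraction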
HTR1E antagonist: antagonists of human 5-HT1E serotonin receptor; CHO 5-HT1E Ga15 NFAT-bla reporter, FRET, antagonist; P28566; 65,000 tested, 0.99% active; AID 571; inhibition, % at 6 µM;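 active means inhibition above a set limit, the mean inhibition across every tested compound plus 3 SD, cut at about 29% in these data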;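 further: signal is the 460 over 535 nm emission ratio of beta-lactamase substrate; 0% = agonist plus DMSO wells and 100% = wells without agonist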
Autofluor 339: intrinsic fluorescence of library compounds, ex339/em460 – biochemical, MLSMR library, data from DPM-DC assay, artefact control, profiling panel; compound autofluorescence, ex339/em460 nm, NADH buffer; hits give high values; 1 = no-compound wells, NADH background; fluorescence fold increase at 10 µM; 65,000 tested, 5.5% active; AID 709;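 active means at 10 µM, mean starting fluorescence two-fold or more over control wells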;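 further: signal is the first read of a kinetic run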
A340 absorber: compound absorbs light at 340 nm | AID 708 | fold change at 10 µM | 65,000 tested, under 10 active | compound absorbance at 340 nm, fold over control;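 active means at 10 µM dose, initial 340 nm absorbance at least 2 fold that of control wells; inactive means change under 2 fold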;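 further: initial absorbance extrapolated from kinetic A340 decline of NADH oxidation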
S1P3 ag: S1P3 (human) receptor agonism; Q99500; S1P3 NFAT-BLA reporter cells, FRET ratio; relative to 1 µM S1P, basal subtracted; activation, % at 4.5 µM; 60,000 tested, 0.1% active; AID 373;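 active means activation above the screen-wide mean plus 3 SD, cut at about 4.5% in these data, passing the limit was not always enough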; further: some compounds called inactive have numbers as strong as hits
Target sequence (Q99500 whole entry, looked up): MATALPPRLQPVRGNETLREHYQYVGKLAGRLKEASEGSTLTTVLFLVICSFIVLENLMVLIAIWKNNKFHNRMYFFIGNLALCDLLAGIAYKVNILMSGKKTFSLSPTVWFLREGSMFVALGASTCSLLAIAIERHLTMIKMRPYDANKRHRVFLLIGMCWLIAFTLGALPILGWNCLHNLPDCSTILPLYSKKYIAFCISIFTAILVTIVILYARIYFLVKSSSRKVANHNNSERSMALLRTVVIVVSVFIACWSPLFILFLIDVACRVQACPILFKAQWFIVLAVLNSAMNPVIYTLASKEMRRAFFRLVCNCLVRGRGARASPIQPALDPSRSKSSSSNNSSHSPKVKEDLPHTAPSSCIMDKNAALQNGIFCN
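Benchmarks: high control 1 µM S1P / System: stable CHO line with human S1P3, Gα16, NFAT-BLA reporter / Dosing: single compound concentration, 4.5 µM final / Timing: 4 h compound at 37 °C, 2 h substrate at RT / Measured by: FRET β-lactamase substrate fluorescence, excitation 405 nm, 460/535 nm emission ratio, background-subtracted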
S1P1 ag-PAM: S1P1 (human) agonism or agonism potentiation; S1P1 CRE-bla cells, forskolin, beta-lactamase FRET, potentiator mode; S1P1 agonist co-added at EC20, 2 nM; 100% = saturating reference agonist, 0% = basal; 56,000 tested, 0.57% active; activation, % at 9.5 µM; P21453;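 active means activation above a cutoff set at the mean activation of all tested compounds plus 3 SD, cut at about 54% in these data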;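 further: forskolin at 4 µM as EC80 and the EC20 agonist is SEW2871; 100% = SEW2871 at its EC100 plus forskolin at EC80; some compounds past the cut are filed as inactive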
Target sequence (P21453 whole entry, looked up): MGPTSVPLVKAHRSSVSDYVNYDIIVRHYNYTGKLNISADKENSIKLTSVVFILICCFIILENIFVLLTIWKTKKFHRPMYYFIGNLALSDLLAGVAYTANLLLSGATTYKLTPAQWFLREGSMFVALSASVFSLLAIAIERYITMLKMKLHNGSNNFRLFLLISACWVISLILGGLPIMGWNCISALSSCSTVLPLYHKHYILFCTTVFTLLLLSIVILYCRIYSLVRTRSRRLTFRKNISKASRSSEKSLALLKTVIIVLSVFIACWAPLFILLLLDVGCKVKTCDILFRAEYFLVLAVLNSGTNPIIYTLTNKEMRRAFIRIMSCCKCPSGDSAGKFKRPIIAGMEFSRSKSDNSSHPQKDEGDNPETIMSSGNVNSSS
HTR1E agonist: 5-HT1E (human) receptor agonism; 65,000 tested, 0.69% active; AID 574; CHO 5-HT1E Ga15 NFAT-bla reporter, FRET; 0% DMSO wells, 100% control agonist wells; activation, % at 6 µM; P28566;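 active means activation above a set limit, the screen-wide mean activation plus 3 SD, cut at about 8.5% in these data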;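 further: 100% = positive control agonist at 1 µM giving full maximal response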
* hit, by the source's call; nt = no result given.

SMILES | 5-HT1A blocker | Her2 expr inh | MMP-13 inhibitor | HTR1E antagonist | Autofluor 339 | A340 absorber | S1P3 ag | S1P1 ag-PAM | HTR1E agonist
O=c1[nH]c(Nc2nc3ccccc3o2)nc2c1CCCC2 | -10 | -3.3* | 1 | -8 | 1.1 | 1.1 | -0.1 | -6 | 0.0
O=C1CN(C(=O)c2cccs2)c2ccccc2N1 | 16 | 101 | 2 | 8 | 1.1 | 1 | -0.7 | -2 | -1.1
CCCCC(c1nnnn1C1CCCC1)N1CCN(C2CCCC2)CC1 (configuration not stated) | 31 | 105 | 5 | -3 | 0.99 | 1 | -1.1 | -19 | -0.8
CCCCCCOC(=O)CCn1[nH]c(=O)c2ccccc2c1=O | nt | 101 | 2 | 1 | 1.1 | 1.1 | -1.8 | 10 | -0.4
COCCCNC(=O)c1ccc2c(=O)n(C3CCCC3)c(=S)[nH]c2c1 | -7 | 106 | 3 | 7 | 1 | 1.1 | -0.4 | 15 | 0.7
CCCOC(=O)c1ccc(OCC(O)CN2C(=O)NC(C)(C)C2=O)cc1 (configuration not stated) | -6 | 93 | 6 | -4 | 1.1 | 1 | -1.2 | -4 | -0.2
O=C(CSc1nc2ccsc2c(=O)n1-c1ccccc1)N1CCCC1 | 0 | 111 | 4 | -1 | 1.2 | 1 | nt | nt | 0.0
CCCC(c1nnnn1Cc1cccs1)N1CCN(c2ccc(OC)cc2)CC1 (configuration not stated) | 7 | 106 | -1 | 4 | 1.1 | 1 | -0.8 | -16 | 0.1
CCOc1cc(CNCC2CCCO2)cc(Br)c1OCC(N)=O (configuration not stated) | 5 | 78 | 5 | -5 | 1.1 | 0.98 | -0.6 | -20 | -0.3
CC1CN(C2CCN(S(=O)(=O)c3ccc4ccccc4c3)CC2)CC(C)O1 (configuration not stated) | nt | 112 | -1 | -1 | 1 | 1 | -3.5 | 13 | 2.4
CCOC(=O)CC(N)c1ccc(OC)cc1 (configuration not stated) | -5 | 124 | 6 | -7 | 1 | 1 | nt | nt | 0.5
COc1cccc(C(=O)N2CCN(C(=O)c3cccc(F)c3)CC2)c1 | -8 | 110 | 0 | -3 | 1.1 | 1.1 | -0.9 | -8 | -0.3
O=C1N2CCSC2=NC1(Nc1ccccn1)C(F)(F)F (configuration not stated) | 6 | 89 | 0 | -4 | 1.1 | 1 | -0.2 | 1 | -0.4
COc1ccccc1N1CCN(C(=O)N2CCOCC2)CC1 | -10 | 86 | 1 | -2 | 1 | 0.98 | -0.4 | -13 | -0.8
COc1ccccc1C(=O)Nn1c(C2CCC2)nc2ccccc2c1=O | 14 | 56 | 2 | 21 | 1 | 1 | -0.8 | 23 | -0.4
CC(=O)Nc1ccc(N=Cc2ccc[nH]2)cc1 | -2 | 84 | -1 | -3 | 1.1 | 1.1 | -0.3 | nt | 0.8
COc1ccccc1N1CCN(C(=O)CSc2nnc(NC(=O)c3ccco3)s2)CC1 | -5 | 93 | -3 | -1 | 0.73 | 1 | 0.4 | -25 | -0.4
O=C1NCCCCC1NC1CC(=O)N(c2ccccc2)C1=O (configuration not stated) | -3 | 117 | -3 | 4 | 1.1 | 0.95 | -0.7 | -4 | -1.1
CCc1nnc(NC(=O)C2CCN(c3cnccn3)CC2)s1 | -15 | 85 | -7 | 2 | 1.4 | 1.1 | 1.2 | 7 | -0.6
Cc1c(C(=O)NCc2cccnc2)oc2ccccc12 | -10 | 65 | 6 | 33* | 1 | 1 | -1.3 | -3 | -0.1
O=C(CSc1ncc(-c2ccc(F)cc2)n1Cc1ccco1)Nc1nccs1 | 37 | 75 | -1 | 17 | 1.1 | 1 | -0.9 | 6 | -0.1
Cc1ccccc1OCCn1nc(C(=O)O)c2ccccc2c1=O | -6 | 83 | 3 | 20 | 1.1 | 1 | 0.7 | -15 | -0.1
COc1cccc(C2N(c3ccccn3)C(=O)C3CCCN32)c1OC (configuration not stated) | 0 | 76 | -1 | 0 | 1.2 | 1 | 0.8 | -12 | -1.1
COCCN(CC(=O)NCc1ccccc1)C(=O)CCC(=O)Nc1nccs1 | -4 | 61 | 4 | -9 | 1.1 | 0.99 | -0.3 | -18 | -0.4
COc1cc(C(=O)NCc2nnc(SCC(=O)N3CCCCC3)o2)cc(OC)c1OC | -8 | 102 | -2 | 0 | 1.1 | 1 | nt | nt | 0.2
Cc1ccc(SC(C)c2nc(-c3ccccc3)no2)cc1 (configuration not stated) | 8 | 106 | 2 | -2 | 1.1 | 1 | 0.1 | -6 | 0.6
O=S(=O)(c1cccc(S(=O)(=O)N2CCN(c3ncccn3)CC2)c1)N1CCOCC1 | -14 | 74 | -1 | 4 | 1.1 | 1 | nt | nt | 0.4
CCN(CC)C(=O)CN(C)S(=O)(=O)c1cccc2nsnc12 | -5 | 73 | 4 | -3 | 1.1 | 1.1 | -0.3 | -4 | 0.4
O=C(CCS(=O)(=O)c1ccc(Cl)cc1)OCC(=O)N1CCCCC1 | -3 | 103 | -1 | -2 | 1.1 | 1 | 0.8 | 12 | -0.3
O=C(/C=N/O)NCc1ccncc1 | 4 | 64 | -2 | -8 | 1 | 0.99 | -1.3 | -1 | -0.1
O=C(O)c1[nH]c2ccc(Cl)cc2c1CC(=O)N1CCN(C(=O)c2ccco2)CC1 | -4 | 87 | 1 | -7 | 0.94 | 0.99 | 0.5 | -28 | -0.7
O=C(Cn1cccc1)NC1CCCCCC1 | -3 | 120 | 2 | -5 | 1.1 | 0.99 | 0.0 | -2 | -1.5
CCCCOc1ccc(OCCCC)c2c1NC1(N2)C(=O)N(C(C)=O)c2ccccc21 | -8 | 93 | -2 | 1 | 1.1 | 1.1 | -0.7 | -7 | -0.2
O=C(OCn1nnc2ccccc2c1=O)C1CCCCC1 | 0 | 94 | 2 | 7 | 1.1 | 1 | -0.6 | -6 | -0.3
N#CCCN1CCN(C(=S)c2ccc(-c3ccc(Cl)cc3)o2)CC1 | -3 | 88 | 2 | 3 | 1.1 | 1.1 | -0.9 | 0 | 0.0
CC1CCN(C(C(=O)Nc2ccc3c(c2)OCO3)c2ccccc2)CC1 (configuration not stated) | 40 | 80 | 5 | 11 | 1.1 | 1 | -1.0 | -3 | 0.6
Cc1cc(C)n(-c2ccc(C(=O)NC3=NCCS3)cc2)n1 | 12 | 95 | -3 | 0 | 1.1 | 1 | -1.0 | 10 | 1.7
CC(C)(C)C(=O)Cn1c(NCCCO)nc2ccccc21 | 0 | 86 | 2 | -24 | 1 | 1 | -0.6 | 5 | -0.2
CCC(=O)Nc1nc2ccccc2n1CCN1CCOCC1 | -1 | 92 | 6 | -3 | 1.1 | 1 | -1.6 | nt | -0.7
O=C(Nc1cc(C(F)(F)F)ccc1N1CCOCC1)c1n[nH]c(=O)c2ccccc12 | 4 | 81 | 6 | -3 | 1.1 | 1 | -0.4 | -40 | 0.1

Single records (already shown).
Listed for O=C(OCn1nnc2ccccc2c1=O)C1CCCCC1 : 5-HT1A blocker: 0; Her2 expr inh: 94; MMP-13 inhibitor: 2; HTR1E antagonist: 7; Autofluor 339: 1.1; A340 absorber: 1; S1P3 ag: -0.6; S1P1 ag-PAM: -6; HTR1E agonist: -0.3
Listed for COCCN(CC(=O)NCc1ccccc1)C(=O)CCC(=O)Nc1nccs1 : 5-HT1A blocker: -4; Her2 expr inh: 61; MMP-13 inhibitor: 4; HTR1E antagonist: -9; Autofluor 339: 1.1; A340 absorber: 0.99; S1P3 ag: -0.3; S1P1 ag-PAM: -18; HTR1E agonist: -0.4

(cont.)
SMILES | 5-HT1A blocker | Her2 expr inh | MMP-13 inhibitor | HTR1E antagonist | Autofluor 339 | A340 absorber | S1P3 ag | S1P1 ag-PAM | HTR1E agonist
CCOC(=O)c1c(C)c(C(=O)NCc2ccccn2)c(C)n1C | 1 | 131 | -8 | 6 | 1.3 | 1 | -0.5 | -19 | -1.1
Cc1cccc(NC(=O)CSC(N)=O)c1C | 2 | 100 | 2 | 5 | 1.1 | 1 | -1.0 | -2 | 0.5
CCCOc1cccc(NC(=O)c2c(-c3ccccc3)noc2C)c1 | 4 | 108 | 2 | 2 | 1 | 0.99 | -0.7 | nt | -0.2
CCc1ccc(C(C)NC(=O)c2cc(C)oc2C)cc1 (configuration not stated) | 8 | 93 | 3 | -3 | 1.1 | 1 | -1.3 | nt | -1.2
O=C(O)CC1SC(=Nc2cccc(O)c2)NC1=O (configuration not stated) | 1 | 99 | -2 | -2 | 1.1 | 1 | 0.1 | -19 | -0.1
N#Cc1cccc(-n2nnnc2-c2ccccn2)c1 | -1 | 60 | -2 | -8 | 1.1 | 1 | -2.1 | -15 | -0.1
CN(C)S(=O)(=O)NC(c1ccccc1)c1ccccc1 | 0 | 122 | 5 | -5 | 1 | 0.98 | -0.2 | -27 | -0.1
O=S(=O)(c1ccc2c(c1)OCCO2)N1CCC(c2nc3ccccc3s2)CC1 | 0 | 100 | -1 | 2 | 1.1 | 0.96 | -1.0 | 15 | 0.2
Cc1cccc(OCc2nc(C#N)c(N3CC(C)CC(C)C3)o2)c1 (configuration not stated) | 38 | 89 | -2 | 3 | 1.1 | 1 | -0.8 | 39 | 0.5
COc1ccc2c(c1)cc1n2CCN2CCCN=C12 | -12 | 107 | -4 | -6 | 2.1* | 1.1 | 0.7 | -9 | 1.0
Cc1cccc(NC(=O)CSc2nnc(-c3ccccc3Br)o2)c1C | 7 | 109 | 6 | 6 | 1 | 0.97 | 0.0 | -5 | -1.2
CC(C)C(=O)N1CCN(CCN=CC2=C(O)CC(c3ccco3)CC2=O)CC1 (configuration not stated) | 0 | 116 | -3 | -9 | 1.1 | 1 | -0.8 | 6 | -0.7
Cc1c(NC(=O)CC(=O)Nc2c(C)n(C)n(-c3ccccc3)c2=O)c(=O)n(-c2ccccc2)n1C | -7 | 89 | -11 | 19 | 1 | 0.99 | -0.6 | -23 | 0.3
Cc1ccc(CCNC(=O)C2CCCN2S(=O)(=O)c2ccc3c(c2)CCC(=O)N3)cc1 (configuration not stated) | 1 | 89 | 2 | 1 | 1 | 0.99 | -0.2 | -12 | 0.2
COc1ccc(C)cc1S(=O)(=O)N(C)CC(=O)Nc1ccc2c(c1)OCCO2 | -12 | 96 | 0 | 3 | 1 | 0.99 | 0.0 | nt | 0.1
COCCn1nnnc1C(C(C)C)N(Cc1ccccc1)Cc1cc2cc(OC)ccc2[nH]c1=O (configuration not stated) | 20 | 27 | -6 | -4 | 1.7 | 1.1 | 0.0 | -60 | 1.5
O=C(C1CC(c2ccc(F)cc2)=NO1)N1CCN(Cc2ccccc2)CC1 (configuration not stated) | 8 | 88 | 6 | 5 | 1.1 | 1.1 | -1.5 | 4 | -0.4
Cc1cc(C)nc(Sc2c(F)c(F)c(C(F)(F)F)c(F)c2F)n1 | -6 | 66 | -12 | -4 | 1.1 | 1 | -1.3 | -11 | -0.1
COC(=O)C1C2C=CC3(CN(CC4CCCO4)C(=O)C13)O2 (configuration not stated) | 3 | 96 | 1 | 2 | 1 | 1 | -0.4 | 12 | 1.0
COc1ccc(NC(=O)Nc2ccccc2C(N)=O)cc1OC | 2 | 100 | 1 | 1 | 1.1 | 1 | -0.6 | -20 | -0.8
O=C(O)c1cccnc1-c1ncccc1C(=O)O | -14 | 71 | 0 | -5 | 1 | 1 | 0.6 | 5 | -0.4
Cn1nnnc1SCC(=O)Nc1ccc(Cl)cc1Cl | 2 | 92 | 1 | 1 | 1.1 | 1 | nt | nt | -0.5
